MITF primary: MITF inhibitors, primary screen, biochemical, AlphaScreen, human; Microphthalmia-associated transcription factor (Homo sapiens), O75030; AlphaScreen MITF homodimerization, bead proximity signal; inhibition, % at 2.6 µM; 650,000 tested, 0.91% active; AID 1259374, 2018; in the data active = inhibition above about 50%;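 note: 0% = vehicle wells with protein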
FBW7 act: FBW7 E3 ligase activators, primary screen, biochemical, AlphaScreen, human; F-box/WD repeat-containing protein 7 (Homo sapiens), Q969H0; AlphaScreen FBW7–phospho-cyclin E peptide binding, activator screen; normalized activity (activation), % at 26.1 µM; 650,000 tested, 0.13% active; in the data active = normalized activity above about 1.9%;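 note: purified mutant Fbw7 with reduced substrate affinity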
Target sequence (Q969H0 whole entry, looked up): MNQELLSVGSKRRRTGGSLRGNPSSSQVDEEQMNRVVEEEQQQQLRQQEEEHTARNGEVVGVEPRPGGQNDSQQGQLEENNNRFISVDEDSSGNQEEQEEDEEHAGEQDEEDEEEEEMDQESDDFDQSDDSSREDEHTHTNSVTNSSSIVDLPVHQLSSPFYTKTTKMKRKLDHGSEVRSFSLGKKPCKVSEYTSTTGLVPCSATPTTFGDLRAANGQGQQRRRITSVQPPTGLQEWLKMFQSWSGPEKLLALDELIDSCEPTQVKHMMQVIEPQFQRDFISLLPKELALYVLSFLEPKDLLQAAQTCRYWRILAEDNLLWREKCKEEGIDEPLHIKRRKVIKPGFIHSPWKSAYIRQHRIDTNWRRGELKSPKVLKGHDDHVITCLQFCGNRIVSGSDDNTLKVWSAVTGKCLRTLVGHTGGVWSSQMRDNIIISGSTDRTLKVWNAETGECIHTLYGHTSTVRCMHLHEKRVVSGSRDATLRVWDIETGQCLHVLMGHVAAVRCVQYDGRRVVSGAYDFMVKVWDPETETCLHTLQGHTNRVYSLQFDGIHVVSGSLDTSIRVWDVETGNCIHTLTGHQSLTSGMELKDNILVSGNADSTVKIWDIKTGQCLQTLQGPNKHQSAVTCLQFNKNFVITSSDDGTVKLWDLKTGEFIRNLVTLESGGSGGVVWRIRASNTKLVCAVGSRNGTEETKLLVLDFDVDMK
GPR151 ag: activators of human GPR151, primary screen, cell-based, PathHunter beta-arrestin, luminescence | G-protein coupled receptor 151 (Homo sapiens), Q8TDV0 | PathHunter beta-arrestin GPR151 cells | activation, % at 11.2 µM | 650,000 tested, 1% active; in the data active = activation above about 4.9%;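 note: 0% = median of compound wells and 100% = cells with positive control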
TEAD-YAP inh: TEAD-YAP interaction inhibition, primary screen, TEAD-YAP interaction inhibitor project, luminescence, HEK-TIYL cells; inhibition, % at 9.12 µM; TEAD-Gal4/YAP UAS-luciferase luminescence; 640,000 tested, 1.4% active; in the data active = inhibition above about 32%;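 note: 0% = median of test compound wells and 100% = reference inhibitor wells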
The depositor's hits bear a star; / = not tested or not shown.

smiles	MITF primary	FBW7 act	GPR151 ag	TEAD-YAP inh
COc1ccc(C(CC(=O)NC(C)(C)C)n2cccc2)cc1 (stereo not drawn)	-10	-0.1	1.1	10
CCOc1ccc(Nc2ncnc3c2c(-c2ccccc2)cn3-c2ccc(C)c(Cl)c2)cc1	9	-0.2	-0.5	-7
Cc1ccc(S(=O)(=O)N/N=C/C=C/c2ccccc2)cc1	8	-0.1	2.2	-1
Cc1ccc(-c2nn(CCC(=O)O)cc2C=C(C#N)C#N)cc1	-16	0.2	-0.2	-1
Cc1cc(Br)ccc1NC(=O)c1sc2ncn(C)c(=O)c2c1C	7	-0.1	-1.1	-6
CC(=O)Oc1ccc2c(=O)c(-c3cnn(-c4ccccc4)c3)c(C)oc2c1C	9	0.0	-0.8	12
COCCN1C(=O)C(O)=C(C(C)=O)C1c1cc(OC)ccc1OC (stereo not drawn)	6	0.1	1.1	10
CC(=O)c1ccc(N2CN=C3SCC(=O)N3C2)cc1	10	-0.1	-1.0	-2
OC(CN1CCN(c2ccccc2Cl)CC1)Cn1c2ccccc2c2ccccc21 (stereo not drawn)	-10	0.1	0.1	8
COc1cccc([C@@H]2Oc3ccc(Br)cc3C[C@H]2OC(=O)NS(=O)(=O)c2ccc(C)cc2)c1	-4	0.0	0.0	/
CCCCCNC(=O)c1cccnc1SCc1ccccc1Cl	9	0.0	2.3	-4
CC1(C)c2ssc(=S)c2-c2ccccc2N1C(=O)CSC1=NCCS1	12	-0.7	0.7	-8
CN(C1CCCCC1)S(=O)(=O)c1ccc(-n2cccn2)cc1	-1	-0.1	-0.1	-2
COc1ccc(F)cc1S(=O)(=O)N1CCCC(c2nnc(Cc3ccccc3)s2)C1 (stereo not drawn)	9	0.1	0.3	15
COc1ccc([N+](=O)[O-])cc1COc1cc(C)cc2oc(=O)cc(-c3ccccc3)c12	1	-0.2	0.0	-8

Further results
smiles	MITF primary	FBW7 act	GPR151 ag	TEAD-YAP inh
O=C(NCc1ccco1)c1ccc2nc(-c3ccccc3)c(-c3ccccc3)nc2c1	-6	-0.1	0.4	-2
Cc1ncoc1C(=O)N1CCCC(C(=O)Nc2cccc(-c3ccc(F)cc3)c2)C1 (stereo not drawn)	4	0.1	0.7	1
CN(/N=C/c1cccc2ccccc12)C1=NS(=O)(=O)c2ccccc21	-1	-0.2	-0.6	7
COc1ccc2nc(-c3ccc(NC(=O)COc4ccccc4)cc3)cn2n1	1	1.0	1.5	-20
Cc1ccc(NC(=O)CCC(=O)NNC(=O)COc2ccccc2)c(C)c1	-10	0.3	-1.0	1
CCCOc1ccc(-c2cc(C(=O)N3CC(C)CC(C)C3)c3ccccc3n2)cc1 (stereo not drawn)	-3	-0.1	0.5	-8
c1ccc(-c2cc(N3CCOCC3)nc3ccccc23)cc1	40	0.3	0.1	5
CCCCCCCC/C=C\CCCCCCCCCCCCCC(=O)N[C@@H](CO)[C@H](O)/C=C/CCCCCCCCCCCCC	4	/	1.3	/
CCN1CCN(C(=O)c2ccc3c(Cl)c4c(nc3c2)CCCC4)CC1	13	-0.1	-0.2	-3
O=C(CCCOc1ccc(Cl)cc1Cl)Nc1ccccn1	-7	-0.1	-0.8	-49
COc1ccccc1NC(=O)NCCNc1nc2cc3c(cc2cc1C#N)OCO3	7	0.1	-0.5	15
CCOc1ccc(NC(=O)CSc2nc3ccc(NC(=O)C(CC)Sc4nc5ccc([N+](=O)[O-])cc5s4)cc3s2)cc1 (stereo not drawn)	-13	-0.1	0.1	2
O=C(Nc1nnc(-c2ccco2)o1)c1cccc(Cl)c1	16	-0.1	-1.9	0
Cc1ccc(C(C)CCN2CCc3nnc(CCNC(=O)C4CCOCC4)n3CC2)o1 (stereo not drawn)	17	0.1	-0.9	-6
O=C(CC1CSc2nc3c(cnn3-c3cccc(Cl)c3)c(=O)n21)N1CCOCC1 (stereo not drawn)	2	0.1	-0.8	4

Other entries follow:
smiles	MITF primary	FBW7 act	GPR151 ag	TEAD-YAP inh
COc1ccc(CNc2ncnc(NCc3ccc(OC)cc3)c2[N+](=O)[O-])cc1	5	-0.1	-1.3	1
CCN(CCO)Cc1ccc(C(=O)NCc2cccs2)c(=O)[nH]1	10	0.1	-0.4	-2
CCC(=O)Nc1ccc(C(=O)O)cc1NC(=O)CC	-17	0.0	0.7	-3
CC1(C)C2CCC1(CS(=O)(=O)N1CCC(C(=O)O)CC1)C(=O)C2 (stereo not drawn)	5	0.1	-1.3	0
CC(C)NC(=O)Cn1c(Cl)nc2ccccc21	-2	0.3	0.9	-25
Cn1c2ccc(F)cc2c2nnc(SCC(=O)NCc3ccco3)nc21	2	0.0	-0.2	-4
Cn1c(=O)[nH]c(=O)c2c1nc(SCCN1CCOCC1)n2Cc1ccccc1	5	0.1	1.0	-1
CCCNC(=O)Nc1ccc(I)cc1C	9	-0.2	0.8	-8
O=C(NCc1ccccc1Cl)C(Cc1ccccc1)NS(=O)(=O)c1cccs1 (stereo not drawn)	-22	0.1	-0.5	1
CN(c1ccccc1)P(=O)(N(C)c1ccccc1)N(C)c1ccccc1	11	-0.1	0.2	4
C=CCNCCOCCOc1cccc(OCC)c1	13	0.1	1.3	-2
COc1cccc2c1OC(c1ccc(F)c(F)c1)N1N=C(c3ccc(C)o3)CC21 (stereo not drawn)	11	0.0	-0.1	33*
COc1ccc2nc(SCC(=O)NC3CCCCCC3)[nH]c2c1	5	-0.1	2.2	11
CC(C)(C)C(=O)CN1CCN(S(=O)(=O)c2ccc(F)cc2)CC1	17	0.1	0.1	4
CCOC(=O)N1CCN(Cc2ccc(SC)cc2)CC1	31	-0.3	2.2	-8

New compounds follow:
smiles	MITF primary	FBW7 act	GPR151 ag	TEAD-YAP inh
Cc1cc(C)c(S(=O)(=O)N2CCN(CCO)CC2)c(C)c1	11	0.2	-0.5	-3
OCCC1CN(Cc2cccnc2)CCN1Cc1ccc(F)cc1 (stereo not drawn)	-16	-0.1	-1.6	-6
O=C(Nc1nc2ccc(N=Cc3nc(-c4cccc5ccccc45)oc3O)cc2s1)C1CCCCC1	18	0.0	0.0	-3
O=C(NCc1ccccc1)c1ccc2c(=O)n(C3CCCCC3)c(SCc3cccc(Cl)c3)nc2c1	0	0.0	-1.4	5
CCOc1ccccc1NC(=O)c1cc(S(=O)(=O)NCc2ccc(OC)cc2)ccc1F	0	-0.1	0.1	0
COCCNC(=S)Nc1ccc(C)cc1	-30	0.1	0.1	-4
N#Cc1c(NC(=O)c2cnn3c(C(F)(F)F)cc(-c4ccccc4)nc23)sc2c1CCCC2	2	-0.3	0.7	3
CCn1c(=O)c2cc(C(=O)Nc3cc(C)on3)sc2c2ccccc21	-1	-0.1	0.4	-5
Cc1ccc(CN2CCc3nnc(CCNC(=O)C(C)C)n3CC2)o1	7	0.2	-1.0	-9
CCOC(=O)C1=C(C)N=c2s/c(=C\c3cc(C)n(-c4ccc(C(=O)OCC)cc4)c3C)c(=O)n2C1c1cccs1 (stereo not drawn)	-4	-0.1	1.0	-4
Cc1cc(C(F)(F)F)nc(SCC(=O)Nc2c(C)n(C)n(-c3ccccc3)c2=O)n1	2	0.6	-0.1	1
COc1ccc([N+](=O)[O-])cc1NC(=O)/C=C/c1ccc(OC)c(OC)c1	12	0.3	-1.1	5
CC(C)S(=O)(=O)N1CC[C@@H]2[C@H](CCCN2C(=O)c2ccco2)C1	-11	-0.1	-0.6	-2
CCCCOC(=O)c1ccc(NC(=O)COc2ccc(C(C)(C)C)cc2)cc1	2	0.0	0.5	5
Cc1cc(=O)n2[nH]c(-c3ccc(C(C)(C)C)cc3)cc2n1	-2	-0.1	0.1	-31

Further records.
smiles	MITF primary	FBW7 act	GPR151 ag	TEAD-YAP inh
COc1cc(C2NC(=O)CS2)cc(OC)c1OC (stereo not drawn)	-8	0.2	0.6	-5
O=[N+]([O-])c1cc(Cl)c2c(c1)-c1ccccc1S(=O)(=O)N2	-2	0.1	1.4	-1
Cc1cc(NC(=O)COC(=O)[C@H](C)NS(=O)(=O)c2cccc3nsnc23)no1	-1	0.2	2.3	-4
O=C(Cc1cn(-c2ccc(Nc3ccc(-n4ccnc4)cc3)nn2)c2ccccc12)NCc1cccc(C(F)(F)F)c1	28	0.1	0.6	9
Cc1cc(C)cc(OCC(=O)N2CCN(c3ccc(O)cc3)CC2)c1	-7	0.4	0.8	-2
O=C(Nc1nccs1)c1ccc2c(c1)C(=O)N(c1ccccn1)C2=O	8	0.1	2.5	-2
Cc1ccc(-n2nc3c(c2NC(=O)c2ccccc2Cl)CSC3)c(C)c1	10	0.1	0.4	20
Cc1c(NC(=O)CSc2nc3ccc(NC(=O)c4ccc(Br)cc4)cc3s2)c(=O)n(-c2ccccc2)n1C	-5	0.1	1.3	4
Oc1ccc(Cl)cc1C1=Nc2ccccc2N=C(c2ccco2)C1	9	0.0	1.7	14
COc1ccc(C(=O)NC(NCCc2c[nH]c3ccccc23)(C(F)(F)F)C(F)(F)F)cc1	-8	0.1	-0.4	-12
CCOC(=O)c1cn[nH]c1S(=O)(=O)N1CCN(c2ccccc2OC)CC1	7	-0.5	0.8	7
CCC1(c2ccccc2OC)C(=O)Nc2c(Cl)cccc21 (stereo not drawn)	-7	-0.1	1.3	-6
C/C(N)=C(/C#N)C(=O)COC(=O)CSc1nnc(-c2ccc(Cl)cc2)o1	7	0.6	-1.0	-45
c1cc(NCc2ccc3c(c2)OCO3)cc(-c2nc3ccccc3s2)c1	-9	-0.1	-0.1	-10
Cc1ncc(C[n+]2csc(CCOC(=O)C34CCC(CC3)C4)c2C)c(N)n1	15	0.4	-0.6	9

Additional compounds.
smiles	MITF primary	FBW7 act	GPR151 ag	TEAD-YAP inh
CCOC(=O)C1CCCN(CC(O)COc2ccc3ccccc3c2)C1 (stereo not drawn)	8	0.2	1.8	6
COc1cc(C2C3=C(CCCC3=O)N(c3ccc([N+](=O)[O-])cc3C)C(=N)/C2=C(/O)c2ccc(C)cc2)cc(OC)c1OC (stereo not drawn)	-4	0.0	-0.7	0
COC(=O)C(CC(C)C)NC(=O)C(Cc1ccccc1)NC(=O)C1CCCN1C(=O)OC(C)(C)C (stereo not drawn)	-11	0.0	-1.8	-3
O=C(CCCNS(=O)(=O)c1cccs1)NCCc1ccc(Cl)cc1	7	0.1	-0.3	-19
Cc1ccccc1NC(=O)CCC(=O)OCC(=O)c1cccc([N+](=O)[O-])c1	3	0.1	-0.6	-9
Cc1ccc(NC(=O)c2c(NC(=O)c3ccco3)sc3c2CCC3)cc1	-2	0.0	-0.7	-5
COCCN(CCOC)S(=O)(=O)c1ccc(C(=O)Nc2nc(-c3ccccc3)c(C(=O)c3ccccc3)s2)cc1	-12	0.0	-0.4	7
COc1ccc(Cl)cc1NC(=O)c1sc2nc(C)nc(N3CCCCC3C)c2c1C (stereo not drawn)	15	-0.1	-0.3	4
Cc1cccc(CSCCNC(=O)Nc2ccccc2)c1	13	0.3	-0.7	6
Cc1c(NC(=S)Nc2nccs2)c(=O)n(-c2ccccc2)n1C	-5	-0.1	1.0	-8
O=C1NC(=Nc2cccc(O)c2)S/C1=C\c1cccc(O)c1	-6	-0.3	-0.3	-26
CCCCn1c(SCC(=O)NCc2ccc(F)cc2)nc2c(oc3ccccc32)c1=O	12	0.0	1.0	-3
CC(C)NC(=O)CCNC(=O)Cn1cnc2sc3c(c2c1=O)CCCC3	-16	0.0	1.9	-6
CN1CCc2c(sc(N)c2C(N)=O)C1	1	-0.1	-1.6	3
CCN(CC)c1ccc2cc(-c3nnc(-c4ccc([N+](=O)[O-])cc4)o3)c(=O)oc2c1	-5	-0.2	4.1	-4

(cont.)
smiles	MITF primary	FBW7 act	GPR151 ag	TEAD-YAP inh
Cc1ccccc1Nc1nc2nonc2nc1N/N=C\c1cccc2ccccc12	17	1.1	2.5	-9
NC(=O)C1(N2CCCCC2)CCN(C2CC(=O)N(c3ccccc3)C2=O)CC1 (stereo not drawn)	17	0.2	0.7	-12
CCCC(=O)NC(c1cccc(F)c1)c1ccc2cccnc2c1O (stereo not drawn)	20	-0.7	-0.2	50*
Cc1ccnc(SCc2cc(=O)c(OC(=O)c3cccc4ccccc34)co2)n1	10	-0.1	-0.9	3
O=C(C1CCCCC1)N1CCC(n2nnc3cccnc32)CC1	10	0.3	-0.5	13
CC1CCN(c2nc3ccc(C(=O)NC(C)C)cc3s2)CC1	-9	0.0	1.2	-49
Cc1ccc2nc(NCCCO)[nH]c2c1	-9	0.0	-1.8	-10

Whole records, looked up by structure. Screens in order: MITF primary | FBW7 act | GPR151 ag | TEAD-YAP inh
O=C(C1CCCCC1)N1CCC(n2nnc3cccnc32)CC1 is listed as 10 | 0.3 | -0.5 | 13
Cc1ccnc(SCc2cc(=O)c(OC(=O)c3cccc4ccccc34)co2)n1 is listed as 10 | -0.1 | -0.9 | 3
CCCC(=O)NC(c1cccc(F)c1)c1ccc2cccnc2c1O (stereo not drawn) is listed as 20 | -0.7 | -0.2 | 50*
Cc1ccccc1Nc1nc2nonc2nc1N/N=C\c1cccc2ccccc12 is listed as 17 | 1.1 | 2.5 | -9
CC1CCN(c2nc3ccc(C(=O)NC(C)C)cc3s2)CC1 is listed as -9 | 0.0 | 1.2 | -49

Screening data as filed in PubChem BioAssay.
